# HDAC3 inh: blocks human histone deacetylase 3; inhibition, % at 8.3 µM; AID 2718; recombinant HDAC3, fluorogenic peptide/trypsin coupled, fluorescence; 320,000 tested, 0.15% active; O15379; in the data active = inhibition above about 26%, passing the limit was not always enough; inconclusive = no clear call, values can overlap the other calls
# Target sequence (O15379 whole entry, looked up): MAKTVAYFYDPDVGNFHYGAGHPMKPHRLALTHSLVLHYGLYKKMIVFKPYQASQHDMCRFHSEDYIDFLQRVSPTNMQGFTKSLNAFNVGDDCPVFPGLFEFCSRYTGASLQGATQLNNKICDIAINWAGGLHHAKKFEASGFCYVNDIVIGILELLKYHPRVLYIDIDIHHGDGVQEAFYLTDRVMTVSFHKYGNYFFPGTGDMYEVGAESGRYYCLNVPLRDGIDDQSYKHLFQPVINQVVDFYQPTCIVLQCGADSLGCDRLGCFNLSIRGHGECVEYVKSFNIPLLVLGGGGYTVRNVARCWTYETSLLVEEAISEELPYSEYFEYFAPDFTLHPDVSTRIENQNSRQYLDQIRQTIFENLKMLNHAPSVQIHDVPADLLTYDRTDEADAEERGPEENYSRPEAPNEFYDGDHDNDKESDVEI
# Active calls of the source: *; ? = inconclusive.
SMILES,HDAC3 inh
COc1ccccc1N(CC(=O)Nc1ccccc1C(F)(F)F)S(=O)(=O)c1cccs1,-1
O=C1CN(S(=O)(=O)c2ccc(F)cc2)CCN1,-3
Cc1ccc(NC(=O)COC(=O)c2c[nH]c3ccccc23)cc1C,7
CC(=O)CSc1ccc(S(=O)(=O)N2CCN(C)CC2)cn1,6
Cc1ccc(C(=O)NCC(=O)NCc2ccccc2F)s1,0
O=C(COC(=O)c1ccccc1O)NC(c1ccccc1)c1ccccc1,-1
Cc1cccc([C@H](NC(=O)OC(C)(C)C)C(=O)OC(C)(C)C)c1,-3
CC1CCCN(C(=O)COC(=O)c2cc(Br)ccc2O)C1 (stereo not drawn),-2
CC[C@]12c3[nH]c4ccccc4c3CCN1C(=O)C(CC(=O)NC/C=C(\C)CCC=C(C)C)C[C@@H]2C(=O)N1CCN(C(=O)c2ccco2)CC1 (stereo partly drawn),16
Cc1ccc(S(=O)(=O)N2CCN(C(=O)Cn3c(=O)oc4ccccc43)CC2)c(C)c1,2
O=C(COC(=O)c1ccc(O)cc1)Nc1cc(C(F)(F)F)ccc1N1CCOCC1,5
CN(CC(=O)Nc1ccc(F)cc1)C(=O)c1ccc(OCc2cn3ccccc3n2)cc1,-5
Cc1nnc(NC(=O)c2ccc3c(c2)NC(=O)CS3)s1,2
CCC(C(=O)OCC(=O)NCc1ccc2c(c1)OCO2)c1ccccc1 (stereo not drawn),-1
Cc1cccc(C(=O)NNC(=O)c2ccc(NS(=O)(=O)c3cccs3)cc2)c1C,-3
C[C@H](CO)N1C[C@H](C)[C@@H](CN(C)C(=O)Nc2ccccc2)Oc2ccc(NC(=O)CCC(F)(F)F)cc2C1=O,3
OCC[C@H]1C[C@@H](O)[C@H](O)[C@@]2(OCc3ccccc32)O1,-1
COc1ccc(NC(C)=O)cc1NC(C)C(=O)Nc1ccc(S(=O)(=O)N2CCCCC2)cc1 (stereo not drawn),-6
CC(=O)[C@H]1CC[C@H]2[C@@H]3CC=C4C[C@@H](O)CC[C@]4(C)[C@H]3CC[C@]12C,2
Cc1ccc(C)c(S(=O)(=O)N2CCN(C(=O)CCC(=O)NCc3ccc(Cl)cc3)CC2)c1,-2
Cc1nnc(SC(C)C(=O)Nc2ccc3ccccc3c2)n1C (stereo not drawn),1
COC(=O)[C@]1(C)CCC[C@@]2(C)C3CC[C@@]4(C)C[C@]3(CCC21)CC(=O)N4Cc1ccc(OC)cc1 (stereo partly drawn),0
COc1ccc(N(Cc2ccccc2)S(=O)(=O)c2cccc(C(=O)Nc3ccccn3)c2)cc1,0
CC(=O)N1CCN(C(=O)c2ccc3c(c2)OCO3)CC1,1

# Exported with each value named: part of the list above
smiles: COc1ccc(N(Cc2ccccc2)S(=O)(=O)c2cccc(C(=O)Nc3ccccn3)c2)cc1
  HDAC3 inh = 0

smiles: C[C@H](CO)N1C[C@H](C)[C@@H](CN(C)C(=O)Nc2ccccc2)Oc2ccc(NC(=O)CCC(F)(F)F)cc2C1=O
  HDAC3 inh = 3

smiles: Cc1cccc(C(=O)NNC(=O)c2ccc(NS(=O)(=O)c3cccs3)cc2)c1C
  HDAC3 inh = -3

smiles: Cc1nnc(NC(=O)c2ccc3c(c2)NC(=O)CS3)s1
  HDAC3 inh = 2

# Additional structures.
SMILES,HDAC3 inh
C#CCOCCOCCOCCNc1nc(N2CCN(C(=O)Cn3cc(CCCN=C(N)N)nn3)CC2)nc(N2CCN(C(=O)[C@H]([C@@H](C)CC)n3cc(CCCCN)nn3)CC2)n1,3
COc1ccccc1/C=C/C(=O)OCC(=O)N1CCc2ccccc21,1
C=CC[C@@H](CC(=O)N[C@@H](CO)Cc1ccccc1)C(=O)NCCOC(=O)[C@@H](CC=C)Cc1ccc(F)cc1,10
O=C(OCC(=O)c1ccc[nH]1)C1=COCCO1,0
COc1ccccc1N1CCN(C(=O)c2ccc(-c3ccc(Cl)cc3)o2)CC1,?
CN(C)S(=O)(=O)c1ccc(C(=O)Nc2ccccc2C(=O)NCCCN2CCOCC2)cc1,2
O=C(CSc1nc2cc(Cl)ccc2o1)NC1CC1,1
Cc1cc(NC(=O)COC(=O)c2c(C)c(C)c(C)c(C)c2C)no1,1
CN(C)c1ccc(S(=O)(=O)N2CCCCC2)cc1NC(=O)CCNC(=O)c1ccc(Cl)cc1,-1
O=C(COc1ccccc1[N+](=O)[O-])OCC(=O)c1ccc(Br)s1,4
O=C(COC(=O)c1cccnc1Cl)NCc1ccc(F)cc1,-2
O=C(CSc1ccccc1)OCC(=O)N1CCN(C(=O)c2ccco2)CC1,-1

# Structures above that have a CF3 group, in the order listed:
SMILES,HDAC3 inh
COc1ccccc1N(CC(=O)Nc1ccccc1C(F)(F)F)S(=O)(=O)c1cccs1,-1
O=C(COC(=O)c1ccc(O)cc1)Nc1cc(C(F)(F)F)ccc1N1CCOCC1,5
C[C@H](CO)N1C[C@H](C)[C@@H](CN(C)C(=O)Nc2ccccc2)Oc2ccc(NC(=O)CCC(F)(F)F)cc2C1=O,3

# (continued)
SMILES,HDAC3 inh
Cc1ccnc(NC(=O)c2cccc(NC(=O)CC3SC(N4CCCCC4)=NC3=O)c2)c1 (stereo not drawn),3
CCC(C)c1ccccc1N1CC(C(=O)Nc2ccc(N3CCOCC3)cc2)CC1=O (stereo not drawn),-1
CC1CCN(S(=O)(=O)c2ccc(C(=O)N3CCCC3C(=O)O)cc2)CC1 (stereo not drawn),0
COCCNC(=S)Nc1ccc(N2CCOCC2)c(S(=O)(=O)Nc2ccccc2OC)c1,-2
Cc1ccc(NC(=O)Cc2nc(COC(=O)c3c(F)cccc3Cl)cs2)cc1,-2
COc1ccc(CCN2CC(C(=O)OCC(=O)N(C)Cc3ccccc3)CC2=O)cc1OC (stereo not drawn),-3
CC(C)(OC(=O)c1ccc(C#N)cc1)c1cc2ccccc2c(=O)o1,1
CCOC(=O)C1CCN(C(=O)c2cccc(NS(=O)(=O)c3ccc(Br)cc3)c2)CC1,-2
CC1CC(C)CN(C(=O)COC(=O)c2c[nH]c3ccccc23)C1 (stereo not drawn),3
COc1ccc2oc(C(=O)Nc3nc(C)cs3)c(C)c2c1,5
CN(CC1COc2ccccc2O1)C(=O)CSc1ncccn1 (stereo not drawn),0
CC(C)(C)NC[C@@H](O)COc1cccc2c1CCCC2=O,0
Cc1onc(-c2ccccc2)c1C(=O)Nc1cccc(S(=O)(=O)N2CCCCC2)c1,2
C[C@H]1CN([C@@H](C)CO)C(=O)c2cc(NC(=O)NC3CCCCC3)ccc2O[C@H]1CN(C)C(=O)Nc1ccc(C(F)(F)F)cc1,-5
CS(=O)(=O)Cc1ccc(C(=O)N2CCN(C(=O)c3cccs3)CC2)cc1,5
COc1ccccc1OCCNC(=O)c1cc(C2CC2)nc2c1cnn2C(C)C,-1
Cc1cc(C)n2nc(C(=O)OCC(=O)NCc3ccccc3)nc2n1,0
COc1ccc(S(=O)(=O)N(C)C[C@H]2Oc3c(NS(=O)(=O)c4ccc(F)cc4)cccc3C(=O)N([C@H](C)CO)C[C@@H]2C)cc1,1
Cc1ccccc1-c1cc(C(=O)O)nn1CC1CC(c2cccc([N+](=O)[O-])c2)=NO1 (stereo not drawn),-2
COC(=O)[C@H](CC(C)C)NC(=O)Cn1cnc2c(SC)nc(N)nc21,-7
CCCn1c(N)c(C(=O)CN(C)CC(=O)Nc2c(Cl)cccc2Cl)c(=O)[nH]c1=O,-5
COc1ccc([C@H]2CC(=O)C=C(c3cccc(OC(F)(F)F)c3)C2)cc1,-3
O=C(COC(=O)c1ccc2c(c1)OCCO2)NCCc1ccc(F)cc1,-1
Cc1ccc(C(=O)CN2C(=O)NC3(CCCCC3C)C2=O)s1 (stereo not drawn),8
COc1ccccc1NC(=O)COC(=O)c1ccc2c(c1)OCCO2,3
O=C(Nc1ccccc1)c1nc[nH]c1C(=O)N1CCN(c2ccccc2)CC1,3
COc1ccc(N2CCN(C(=O)[C@H](C)N3C(=O)C4CC=CCC4C3=O)CC2)cc1 (stereo partly drawn),4
CC(C(=O)N1CCc2ccccc21)N1CCN(S(=O)(=O)c2ccc(C(F)(F)F)cc2)CC1 (stereo not drawn),0
CC(C(=O)N1CCN(C(=O)c2ccco2)CC1)N1C(=O)NC2(CCCCC2C)C1=O (stereo not drawn),-3
COc1cccc(CN(C)C(=O)CCC(=O)c2cc(Br)ccc2OC)c1,-1
CCC(CO)Oc1cc(NCc2ccccc2Cl)c2ncn(C(C)C)c2c1 (stereo not drawn),9
CCOc1ccc(NC(=O)CN(C)C(=O)c2ccccc2OCc2cccc(C)c2)cc1OCC,7
NNC(=O)Cn1nc(Cc2ccccc2)n(N)c1=O,-1
COc1cc(OC)cc(-c2sc3ccc(OC)cc3c2C#CC(C)(C)O)c1,-6
COc1ccc(NC(=O)CNc2cccc(S(=O)(=O)N3CCCCCC3)c2)c([N+](=O)[O-])c1,9
COc1ccccc1-c1sc2cc3c(cc2c1-c1ccc2c(c1)OCO2)OCO3,-4
COc1cccc(NC(=O)CN(C)CC(=O)NCc2ccc3c(c2)OCO3)c1,-4
CC(=O)c1cccc(NC(=O)CSc2nc3ccccc3c(=O)n2CCCN2CCOCC2)c1,3
O=C(CNC(=O)c1cccc(-n2cnnn2)c1)Nc1ccc(F)c(F)c1,1
CC1CCCN(C(=O)c2cc(-c3cccs3)nc3ccccc23)C1 (stereo not drawn),-26
OCc1ccc2c(c1)c(-c1ccc3c(c1)OCCO3)c(-c1ccccc1)n2-c1ccccc1,-2
CC1CCN(C(=O)COC(=O)CCC(=O)c2ccc(Cl)cc2)CC1,-2
CCN(CC(=O)NCc1cccs1)S(=O)(=O)c1c(F)cccc1F,10
COc1ccc(CC(=O)OCC(=O)NC(=O)NC2CCCC2)cc1,3
C[C@H](NC(=O)c1[nH]cnc1C(=O)Nc1cccc(Cl)c1)c1ccccc1,-7
COc1ccc(C)cc1NC(=O)CSc1cccc[n+]1[O-],4
Cc1ccc2oc3c(SCc4nc5ccccc5[nH]4)nc(C)nc3c2c1,15
O=C(Nc1ccc(Cl)c(S(=O)(=O)N2CCCCC2)c1)c1cccnc1,1

# By substructure: the compounds so far with a tert-butyl group (2)
SMILES,HDAC3 inh
Cc1cccc([C@H](NC(=O)OC(C)(C)C)C(=O)OC(C)(C)C)c1,-3
CC(C)(C)NC[C@@H](O)COc1cccc2c1CCCC2=O,0

# New compounds follow.
SMILES,HDAC3 inh
Cc1cn(-c2cccnc2)c(C)c1CNC[C@H]1O[C@@H](n2cnc3c(N)ncnc32)[C@H](O)[C@@H]1O,-6
COc1cc2cnc(-c3ccccc3F)cc2cc1OC,2
CCn1nc(C(=O)N2CCc3ccccc32)c2ccccc2c1=O,-1
COC(=O)c1cc(NC(=O)CN(C)C2CCS(=O)(=O)C2)cc(C(=O)OC)c1 (stereo not drawn),-4
COc1cc(C(=O)OCC(=O)N(CC(C)C)C2CCS(=O)(=O)C2)cc(OC)c1C (stereo not drawn),-1
COc1ccc(OC)c(NC(=O)CSc2nc3[nH]c(=O)cc(O)c3s2)c1,1
Cc1ccccc1S(=O)(=O)NC(=NCc1ccc(F)cc1)c1ccccc1,14
N#CC1(c2ccccc2)CCC(=NNS(=O)(=O)c2ccccc2)CC1 (stereo not drawn),-5
CC(C)N(Cc1ccccc1)C(=O)CN1C(=O)NC2(CCOc3ccccc32)C1=O (stereo not drawn),-7
CN(CC(=O)Nc1ccc(F)cc1)C(=O)COC(=O)/C=C/c1ccccc1[N+](=O)[O-],2
Cc1cc(C)c(NC(=O)CN2C(=O)NC3(CCc4ccccc43)C2=O)c(Cl)c1 (stereo not drawn),-2
CC(C)(C)NC(=O)[C@]1(C)CCC[C@@]2(C)C3CC[C@@]4(C)C[C@]3(CCC21)CC4=O (stereo partly drawn),0
COc1ccc(S(N)(=O)=O)cc1C(=O)OCC(=O)Nc1sccc1C#N,7
CCN(CC(=O)NC1CCS(=O)(=O)C1)c1ccc([N+](=O)[O-])cc1C#N (stereo not drawn),2
O=C(CCS(=O)(=O)c1ccccc1)Nc1ccc(S(=O)(=O)Nc2nccs2)cc1,5
COC(=O)c1ccc(OCC(=O)NC2CCCCCCC2)cc1,2
COc1cccc(CN(C)C(=O)C2CCN(S(=O)(=O)c3ccc(C)cc3)CC2)c1OC,-5
O=C(COC(=O)C12CC3CC(CC(Cl)(C3)C1)C2)Nc1ccccc1,9
Cc1cc(C)n(CC(=O)NNC(=O)c2ccc(NC(=O)CC#N)cc2)n1,0
O=C(CN1C(=O)/C(=C2/SC(=S)N(CCS(=O)(=O)O)C2=O)c2ccccc21)Nc1cccc(C(F)(F)F)c1,4
COc1ccc(S(=O)(=O)N2CCN(C(=O)CCOc3ccccc3)CC2)cc1OC,8
Cc1nc(C)c(C(=O)OCC(=O)Nc2ccccc2SCC#N)s1,-2
CC(OC(=O)CN1C(=O)NC2(CCCC2)C1=O)c1ccc(F)cc1 (stereo not drawn),2
O=C1CN(C(=O)COc2ccc([N+](=O)[O-])cc2Cl)c2ccccc2N1,-1

# Some of the entries above, set out differently.
SMILES | HDAC3 inh
O=C(CN1C(=O)/C(=C2/SC(=S)N(CCS(=O)(=O)O)C2=O)c2ccccc21)Nc1cccc(C(F)(F)F)c1 | 4
COc1ccc(S(=O)(=O)N2CCN(C(=O)CCOc3ccccc3)CC2)cc1OC | 8
Cc1nc(C)c(C(=O)OCC(=O)Nc2ccccc2SCC#N)s1 | -2
CC(OC(=O)CN1C(=O)NC2(CCCC2)C1=O)c1ccc(F)cc1 (stereo not drawn) | 2
O=C1CN(C(=O)COc2ccc([N+](=O)[O-])cc2Cl)c2ccccc2N1 | -1

# (list continues)
SMILES,HDAC3 inh
O=C(COC(=O)c1ccc(O)cc1)Nc1ccc(S(=O)(=O)N2CCOCC2)cc1,2
CC(C)Cn1c(-c2cccc(S(=O)(=O)N3CCOCC3)c2)n[nH]c1=S,1
COc1ccccc1N1CCN(c2ccc(S(=O)(=O)N3CCN(C)CC3)cn2)CC1,-3
CN1CCN(S(=O)(=O)c2cccc(C(=O)N3CCN(c4ccccc4)CC3)c2)CC1,-1
CCC1CCC2(CC1)NC(=O)N(CC(=O)NCc1ccccc1Cl)C2=O (stereo not drawn),2
C[C@@H]1CN([C@@H](C)CO)C(=O)c2cc(NC(=O)CCC(F)(F)F)ccc2O[C@H]1CN(C)Cc1ccc(Cl)c(Cl)c1,15
Cc1ccc(S(=O)(=O)N2CCOCC2)cc1NC(=O)CSc1nnnn1C1CCCC1,0

# Compound activity: PubChem, Broad Institute

# An excerpt. The share of hits here may be higher or lower than overall.
